PGC1a acetyl inh – PGC1a acetylation modulation, inhibitor mode | 350,000 tested, 0.17% active | inhibition, % at 15.6 µM | U2OS PGC1a acetylation, AlphaScreen anti-acetyl-lysine; with virally co-expressed GCN5 acetyltransferase;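 active = every replicate shows inhibition of at least 40%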;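 note: 0% = neutral control wells and 100% = positive control wells; some results beyond the cut were filed as inactive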
PAX8 inh HTS – lowers PAX8-driven luciferase in RMG-I cells; inhibition, % at 12.6 µM; 360,000 tested, 1.2% active; AID 652154; RMG-I TPO-luciferase reporter, SteadyGlo, 24 h;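 active = mean replicate inhibition at least 60% with every replicate also reaching 60%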;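 note: luciferase light reporting Pax8 driven TPO promoter activity; plate controls were median of neutral control wells for no effect and mitoxantrone controls for full effect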
GSIS activator – GLuc luminescence reporter in INS-1E cells, primary screen for activators of glucose-dependent secretion of insulin. INS-1E GLuc reporter insulin secretion, 2-3 h. activation, % at 16.6 µM. 370,000 tested, 0.61% active. AID 743287;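 active = lowest replicate activation of at least 40%, so every replicate reaches that level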;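 note: 0% = median of neutral control wells and 100% = median of IBMX positive control wells; some compounds called inactive have numbers as strong as hits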
PglD inh – PglD (C. jejuni) enzyme inhibition; purified PglD enzyme, DTNB colorimetric CoA detection; inhibition, % at 12.5 µM; 360,000 tested, 0.098% active; in the data active = inhibition above about 16%, passing the limit was not always enough; note: strong numbers were not always called active
LGR2 inh – inhibitors of bursicon-induced Drosophila LGR2 receptor cAMP signaling. inhibition, % at 9.99 µM. HEK293 LGR2, CRE-luciferase, bursicon-stimulated, 4 h. 380,000 tested, 0.35% active;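 active = drop in luminescence signal, shown as inhibition above about 50% in the replicate tests, limit read from the data, passing the limit was not always enough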;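 note: agonist challenge used bursicon conditioned medium at about half maximal strength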
ARNT-TACC3 inh – disrupts binding between human ARNT and TACC3. AlphaScreen His-ARNT PAS-B/GST-TACC3 binding, luminescence; TACC3 fragment carries E629A point mutation. inhibition, % at 9.99 µM. 390,000 tested, 0.66% active;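 active = mean inhibition of replicates at least 50% and at least half of replicates each reaching 50%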;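 note: 0% = complete ARNT plus TACC3 wells and 100% = ARNT alone without TACC3; many hits fall short of the cut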
Cneo AK release – causes C. neoformans cell lysis; 360,000 tested, 0.2% active; lysis activity, % at 15 µM; adenylate kinase release luminescence, 4 h; normalised: neutral wells 0, clomiphene wells 100; AID 651654;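 active = mean lysis activity across replicates of at least 80%, whatever share of replicates individually reach that level; inactive = mean lysis activity below 80%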
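Signal: Adenylate kinase release luminescence | Assay system: Log-phase Cryptococcus neoformans yeast cells | Input: Cells at 5 × 10^6 per mL | Buffer or medium: Fresh YPD growth medium | Compound: Single dose | Schedule: Static 4 h at 37 °C with compound, 1 h detection | Controls: Clomiphene | Read-out: Luminescence rise reflecting yeast cell lysis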
Statin myotox sup – suppression of simvastatin myotoxicity. 330,000 tested, 0.78% active. C2C12 myotubes + simvastatin, ATP luminescence, 48 h; scaled: DMSO 0, geranylgeraniol control 100. rescue of ATP level, % at 7.49 µM;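 active = mean ATP rescue above about 67%, or every replicate alone reaching that limit, limit read from the data, passing the limit was not always enough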;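 note: myotubes were challenged with 10 µM simvastatin during compound exposure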
* hit, by the source's call; / = not tested or not shown; & = joins results of further samples.

SMILES | PGC1a acetyl inh | PAX8 inh HTS | GSIS activator | PglD inh | LGR2 inh | ARNT-TACC3 inh | Cneo AK release | Statin myotox sup
CCNC(=O)C[C@@H]1CC[C@@H]2[C@H](COC[C@H](O)CN2S(=O)(=O)c2ccc(Oc3ccccc3)cc2)O1 | 4 | 5 | 3 | 1 | -5 | 8 | 52 | 3
COc1cc(C)ccc1OCCOc1c(C)cc(Cl)cc1Cl | 15 | -10 | / | -9 | / | -29 | 0 | /
COC(=O)C1=NN(C(=O)c2ccc(Br)cc2)C(O)(C(C)(C)C)C1 (stereo unspecified) | / | 17 | -31 | / | 9 | 4 | / | /
C[C@@H]1CN([C@H](C)CO)C(=O)CCCn2cc(nn2)CO[C@@H]1CN(C)C(=O)c1ccc(N2CCN(C)CC2)cc1 | 4 | -14 | 5 | / | 7 | / | / | 1
C[C@H](CO)N1C[C@H](C)[C@@H](CN(C)C(=O)Cc2ccncc2)Oc2cc(-c3cncnc3)ccc2S1(=O)=O | 7 | -10 | 16 | 3 | -8 | -15 | 0 | 8
O=C(O)c1cccc(S(=O)(=O)Nc2ccc(O)cc2Sc2nc3ccccc3s2)c1 | -9 | 5 | -22 | -3 | -5 | -1 | 0 | 0
CCOc1ccccc1NC(=O)CN(c1ccc(OC)cc1OC)S(=O)(=O)c1ccccc1[N+](=O)[O-] | -14 | 11 | -1 | 1 | 14 | -8 | 1 | 6
Oc1c(Br)cc(Br)cc1CNc1cnc2ccccc2c1 | -2 | 0 | -15 | -8 | -4 | -3 | -6 | 10
COc1cc(C2C(C(=O)c3cccs3)=C(O)C(=O)N2c2cc(C)on2)ccc1O (stereo unspecified) | -3 | -15 | / | -3 | / | 27 | 1 | 16
Cn1cc(CNC(=O)c2ccc3nc(Cc4ccccc4F)oc3c2)cn1 | 5 | / | -21 | 2 | -21 | 4 | 0 | /
Cc1ccc(CN(C)C[C@@H]2OCc3cnnn3CCCC(=O)N([C@@H](C)CO)C[C@H]2C)cc1 | 5&-8 | -11&2 | -10&17 | -5&-2&-2 | 4&22 | -4&-4 | 0&3&9 | 4&10&-9
C[C@H]1CN([C@@H](C)CO)C(=O)c2cc(C#CCN(C)C)cnc2O[C@@H]1CN(C)C(=O)Cc1ccncc1 | 0 | -21 | 20 | -1 | 12 | 4 | -3 | 12
Brc1ccccc1Cn1c(-c2cscn2)nc2ccccc21 | -1 | / | / | 3 | / | / | 2 | 0
C=CCN1C(=O)N(c2ccccc2)C(=O)C1CC(=O)Nc1ccc(OC)cc1 (stereo unspecified) | -3 | -7 | -5 | -3 | 9 | -5 | -1 | -1
CC1(C)C(=O)Nc2ccccc2N1C(=O)COc1ccc(C#N)cc1 | 2 | 18 | 17 | -3 | -16 | 5 | 0 | -31
O=C(NCCCN1CCOCC1)c1cc(-c2ccco2)nc2ccccc12 | / | 4 | 23 | -4 | -7 | / | 0 | 3
C[C@H]1CN([C@@H](C)CO)C(=O)Cc2cc(NC(=O)CCCCCC(=O)Nc3ccccc3N)ccc2O[C@H]1CN(C)C | 10 | 32 | 14 | 15 | 11 | -15 | 1 | 16
Cc1cccc2c(=O)c(C(=O)NCCc3ccccc3)c[nH]c12 | -4 | 18 | 0 | 0 | -14 | 7 | 1 | -4
COc1ccc(C(C(=O)NCC2CCCO2)N(Cc2cccs2)C(=O)c2snc(C(N)=O)c2N)cc1 (stereo unspecified) | 9 | 51 | -7 | 3 | 32 | -5 | 4 | -5
CCOCCCn1c(C)nc2c(c1=O)c1nc3ccccc3nc1n2-c1ccc(C)cc1 | 5 | / | 13 | / | -1 | -6 | / | /
Cc1ccccc1NC(=O)COC(=O)c1ccc(S(=O)(=O)N2CCCCCC2)cc1 | / | 11 | 6 | / | -1 | -7 | / | /
Cc1c(S(=O)(=O)Nc2ccc(Oc3ccccc3)cc2)c(=O)n(C)c(=O)n1C | / | / | -16 | 2 | 0 | / | 0 | 0
N#C/C(=C\c1cccs1)C(=O)NCC1CCCO1 (stereo unspecified) | -6 | -29 | 11 | / | / | -6 | / | 1
CCOCCCn1c(SCC(=O)NC2CCCC2)nc2ccccc2c1=O | -5 | 5 | 9 | -7 | 12 | -6 | 3 | 7
CC#CC[N+](C)(C)CCCCCCCC | 5 | 12 | 6 | 1 | -2 | 8 | 1 | /
O=C(Nc1ccc(F)cc1)Nc1ccc2c(c1)[C@@H]1C[C@@H](CC(=O)N3CCCCC3)O[C@@H](CO)[C@@H]1O2 | -7 | 13 | -12 | 4 | -17 | -3 | -1 | -2
CN(C)C(=O)c1cccc(-c2ccc(C3[C@H]4CNC[C@@H]3N4Cc3ccccn3)cc2)c1 (stereo partly specified) | -7&-7 | 0&-10 | 15&1 | / | 13&13 | / | / | /
CCC(=O)N1CCc2cc(S(=O)(=O)CCC(=O)N3CCN(c4ccc(C(C)=O)cc4)CC3)ccc21 | -4 | 1 | -16 | -1 | 7 | 1 | -1 | 10
CNC(=O)C1Cc2ccccc2CN1S(=O)(=O)c1ccc(OC)c(OC)c1 (stereo unspecified) | -5 | 34 | 0 | 3 | 5 | 0 | 0 | 9
CC1CCc2c(nc3nc[nH]n3c2=O)C1 (stereo unspecified) | -14 | / | / | 1 | / | 2 | 0 | 4
COc1ccc(C(=O)C2CCN(C(=O)c3ccc(F)cc3)CC2)cc1 | -20 | 7 | -18 | -2 | 19 | -8 | 2 | -6
O=S(=O)(Nc1cccc2[nH]ncc12)c1cccs1 | 5 | 6 | -1 | 0 | -9 | 1 | -3 | 1
C[C@@H]1CN([C@H](C)CO)C(=O)c2cc(NC(=O)CCC(F)(F)F)ccc2O[C@@H](C)CCCCO[C@@H]1CN(C)Cc1ccc(C(F)(F)F)cc1 | 1 | 83* | -16 | 1 | 9 | -3 | 2 | 125*
CCc1nnc(NC(=O)c2cc(S(=O)(=O)N(CC)CC)ccc2Cl)s1 | -10 | / | -17 | 2 | -27 | -4 | -1 | -13
CN(C(=O)c1cc(-c2ccc3c(c2)OCO3)on1)c1ccccc1 | / | -109 | 18 | -2 | -101 | 1 | 1 | 5
COc1cccc(N2CCN(S(=O)(=O)c3ccc4c(c3)oc(=O)n4C)CC2)c1 | 1 | 3 | -4 | 0 | -32 | -7 | -2 | -1
CC(C)NC(=O)Nc1ccc2c(c1)CC(=O)N([C@@H](C)CO)C[C@@H](C)[C@@H](CN(C)Cc1ccc(C(F)(F)F)cc1)O2 | -5 | -9 | -3 | 1 | -2 | 1 | -2 | 6
CCN(C[C@H]1[C@H](c2ccccc2)[C@H](CO)N1C(=O)C1CC1)C(=O)NC1CCCC1 | 10 | 0 | 3 | -2 | 20 | -4 | 3 | 0
CCOc1cc(C)nc(N2CCC(C(=O)NCC3CCCO3)CC2)n1 (stereo unspecified) | 7 | -8 | 11 | 5 | -6 | -8 | -1 | 1
COc1cccc(NC(=O)CCC2CCN(C(=O)c3ccc(C(C)=O)s3)CC2)c1 | 2 | -9 | 1 | -2 | 3 | -3 | -1 | 2
O=C(COC(=O)c1ccc(S(=O)(=O)N2CCc3ccccc3C2)cc1)NC(=O)NCc1ccco1 | 1 | -8 | / | -5 | / | -9 | 1 | -5
Cc1ccc(S(=O)(=O)N(C)C[C@H]2OCCCC[C@H](C)Oc3ccc(NC(=O)C4CCCCC4)cc3C(=O)N([C@H](C)CO)C[C@@H]2C)cc1 | -4 | -3 | -11 | 0 | 7 | 5 | -1 | 1
Clc1ccc(CO/N=C/c2cccs2)cc1 | 13 | -9 | 7 | 6 | 15 | -2 | -2 | /
Cc1ccc(-c2ccc([C@@H]3[C@H]4CN(C(=O)c5ccncc5)CCCCN4[C@H]3CO)cc2)cc1 | 0 | 8 | 5 | 7 | 8 | 0 | 0 | /
COc1ccccc1NS(=O)(=O)c1ccc(/C=C/C(=O)N2CCN(C(C)=O)CC2)cc1 | 4 | -12 | -3 | -1 | -12 | 4 | 3 | -4
CCN(CC(=O)NCCc1ccc(Cl)cc1)Cc1nc2ccccc2c(=O)[nH]1 | 4 | 21 | -19 | / | -4 | 5 | / | /
COc1ccccc1S(=O)(=O)Cc1ccc(C(=O)NC2CC2)o1 | 1 | -12 | 23 | -4 | 11 | / | -6 | -1
Cn1c(=O)c2c(ncn2CC(=O)OCC(=O)Nc2ccc(Cl)cc2Cl)n(C)c1=O | / | -2 | -3 | / | -25 | 1 | / | /
CCOC(=O)/C(C(N)=NC)=C(\O)c1ccccc1 | 5 | / | / | -3 | / | -2 | -2 | 3
COc1ccc([C@H]2CC(=O)C=C(c3cccc(OCc4ccccc4)c3)C2)cc1 | / | 11 | 12 | 1 | -13 | 6 | 8 | -31
C[C@H](CO)N1C[C@H](C)[C@@H](CN(C)C(=O)Nc2cccc3ccccc23)Oc2ccc(NC(=O)Nc3cccc4ccccc34)cc2C1=O | 3 | -7 | 4 | -2 | 2 | 1 | -3 | 46
Cc1ccc(S(=O)(=O)Nc2cccnc2)c(C)c1C | -1 | -46 | 2 | -2 | 5 | 3 | 2 | -2
CC(C)C(NC(=O)c1ccccc1)c1nnc(SCC(=O)Nc2nccs2)n1C (stereo unspecified) | 11 | / | / | -4 | / | -5 | -1 | 0
CCOC(=O)N1CCC(NC(=O)CCCC(=O)O)CC1 | 12 | 4 | 29 | 1 | -19 | -10 | 2 | /
O=C1N=C(N2CCOCC2)S/C1=C\c1cccnc1 | / | 5 | 1 | 5 | 5 | -4 | 1 | -3
CN(C)S(=O)(=O)c1cccc(NC(=O)/C=C/c2ccccc2[N+](=O)[O-])c1 | / | -17 | 10 | / | -35 | -7 | / | /
C[C@H]1CN([C@@H](C)CO)S(=O)(=O)c2ccc(C#Cc3cccc(F)c3)cc2O[C@H]1CN(C)S(=O)(=O)c1ccccc1F | 0 | / | 5 | 3 | 6 | -6 | 1 | 21
C[C@H]1CN([C@@H](C)CO)C(=O)c2cc(NC(=O)Nc3cccc4ccccc34)ccc2O[C@@H]1CN(C)S(=O)(=O)c1cccs1 | 5 | / | 8 | 0 | -4 | 9 | 1 | 57
COC(=O)C1SCC2C(=O)N(Cc3cccc(C)c3)CC(=O)N21 (stereo unspecified) | 11 | -13 | -3 | -27 | 2 | -1 | 3 | /
CCOc1ccccc1NC(=O)NNS(=O)(=O)c1ccc([N+](=O)[O-])cc1 | 3 | 10 | -1 | -7 | 15 | 1 | -5 | /
(list continues)
SMILES | PGC1a acetyl inh | PAX8 inh HTS | GSIS activator | PglD inh | LGR2 inh | ARNT-TACC3 inh | Cneo AK release | Statin myotox sup
CCOc1ccc(OCc2ccc(C(=O)OCc3ccccn3)o2)cc1 | 3 | -24 | / | -3 | / | 1 | 4 | /
CCCCNC(=O)CSc1nc2cc3c(cc2c(=O)n1CCCC(=O)NCCc1ccc(OC)c(OC)c1)OCO3 | 7 | -16 | 14 | / | -1 | -7 | / | /
Cc1ccccc1C(=O)OC1CCCN(C)C1 (stereo unspecified) | 11 | 4 | 10 | -2 | -12 | -6 | 1 | 8
CN(C)S(=O)(=O)c1cccc(COC(=O)c2cc([N+](=O)[O-])ccc2N2CCOCC2)c1 | -1 | 18 | 13 | / | -12 | 4 | / | /
Cc1cccc(/C=C/c2ccccc2)n1 | 14 | -188 | -5 | 0 | -66 | / | 0 | -9

Three of the entries above in order of the ARNT-TACC3 inh value, lowest first.
smiles | ARNT-TACC3 inh
C[C@H](CO)N1C[C@H](C)[C@@H](CN(C)C(=O)Cc2ccncc2)Oc2cc(-c3cncnc3)ccc2S1(=O)=O | -15
Oc1c(Br)cc(Br)cc1CNc1cnc2ccccc2c1 | -3
CCNC(=O)C[C@@H]1CC[C@@H]2[C@H](COC[C@H](O)CN2S(=O)(=O)c2ccc(Oc3ccccc3)cc2)O1 | 8

From PubChem

Outcome played no part in choosing rows (roughly 2.9% active in at least one column).
